Source: PubChem BioAssay (The Scripps Research Institute Molecular Screening Center)
M5 ag: agonists of human muscarinic M5 receptor (CHRM5); P08912; CHO-K1 hM5 cells, Fluo-8 calcium fluorescence; 0% DMSO wells, 100% maximal acetylcholine response; actives 0.19% (n = 360,000); activation, % at 3 µM;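 active means activation above the run's mean over test compounds plus 3 SD, cut at about 23% in these data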;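 further: signal is peak over basal fluorescence ratio across the kinetic read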
Target sequence (P08912 whole entry, looked up): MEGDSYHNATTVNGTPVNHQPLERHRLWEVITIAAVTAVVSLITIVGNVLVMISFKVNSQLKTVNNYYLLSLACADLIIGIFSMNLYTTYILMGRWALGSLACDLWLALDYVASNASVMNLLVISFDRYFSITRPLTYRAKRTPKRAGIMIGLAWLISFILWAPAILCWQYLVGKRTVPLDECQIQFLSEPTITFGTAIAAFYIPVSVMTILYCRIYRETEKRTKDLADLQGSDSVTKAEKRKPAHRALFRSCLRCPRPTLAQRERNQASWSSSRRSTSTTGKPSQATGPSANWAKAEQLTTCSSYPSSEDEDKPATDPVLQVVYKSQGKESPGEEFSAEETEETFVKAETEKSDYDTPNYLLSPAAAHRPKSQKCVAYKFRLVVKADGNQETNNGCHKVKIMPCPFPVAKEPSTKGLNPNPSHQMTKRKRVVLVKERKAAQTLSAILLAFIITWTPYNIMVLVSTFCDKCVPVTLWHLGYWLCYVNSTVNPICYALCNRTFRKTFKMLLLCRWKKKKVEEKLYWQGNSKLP
M5 PAM: CHRM5 positive allosteric modulation. activation, % at 3 µM. P08912. AID 624038. CHO-K1 hM5, Fluo-8 calcium, ACh EC20 PAM; 0% = ACh EC20, 100% = ACh EC100. actives 0.3% (n = 360,000);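 active means activation above the run cutoff, the mean activation of all test compounds plus 3 SD, cut at about 18% in these data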
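System: CHO-K1 hM5 cells. Reagent: acetylcholine, EC20 level. Compound dosing: single dose, 3 µM nominal final test concentration. Timing: Post-acetylcholine fluorescence recording 140 s. Detection: Fluo-8 calcium fluorescence. Read-out: % activation, ACh-normalized. Benchmarks: ACh EC20 and EC100 wells. Repeats: singlicate, one well per test compound.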
CHO-K1 Ca ag: nonselective activator or artifact in parental CHO-K1 cells. activation, % at 3 µM. AID 602248. actives 0.48% (n = 360,000). Fluo-8 calcium fluorescence; scaled to maximal ATP response, vehicle zero; in the data active means activation above about 15%;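 further: untransfected CHO-K1 host cells lacking M1 receptor as counterscreen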
CHRM4 PAM: positive allosteric modulators of human muscarinic M4 receptor; CHO-K1 hM4/Gqi5, Fluo-8 calcium fluorescence, ACh EC20; 0% = ACh EC20, 100% = maximal ACh; activation, % at 3 µM; actives 0.4% (n = 360,000);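 active means activation above its plate's cutoff, the mean activation of sample wells plus 3 SD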; further: some results filed as inactive read as strong as hits
Target sequence (P08173 whole entry, looked up): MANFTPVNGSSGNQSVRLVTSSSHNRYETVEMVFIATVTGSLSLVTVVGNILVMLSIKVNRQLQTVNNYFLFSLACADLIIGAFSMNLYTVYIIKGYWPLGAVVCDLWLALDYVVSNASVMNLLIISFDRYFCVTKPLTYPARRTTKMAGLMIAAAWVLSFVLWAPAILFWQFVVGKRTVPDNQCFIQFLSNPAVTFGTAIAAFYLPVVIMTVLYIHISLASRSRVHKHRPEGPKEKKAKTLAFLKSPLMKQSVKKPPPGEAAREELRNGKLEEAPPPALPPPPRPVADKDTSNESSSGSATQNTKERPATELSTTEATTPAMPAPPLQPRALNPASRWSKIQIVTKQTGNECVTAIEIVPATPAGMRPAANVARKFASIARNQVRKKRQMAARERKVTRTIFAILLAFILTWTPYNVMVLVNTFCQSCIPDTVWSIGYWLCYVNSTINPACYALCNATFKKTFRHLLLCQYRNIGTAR
CHO-K1 Ca antag: M1 antagonist counterscreen hit in parental CHO-K1 cells; ATP-induced calcium, Fluo-8 fluorescence; inhibition, % at 3 µM; actives 0.6% (n = 360,000); AID 602250;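 active means inhibition above a per-plate cutoff, the plate's mean sample inhibition plus 3 SD, cut at about 24% in these data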;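 further: 0% = DMSO plus EC80 ATP and 100% = DMSO alone without ATP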
M4 ag: CHRM4 agonism in calcium assay | actives 0.14% (n = 360,000) | P08173 | AID 624127 | CHO-K1 hM4/Gqi5, Fluo-8 calcium fluorescence; vehicle 0%, full acetylcholine response 100% | activation, % at 3 µM;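 active means activation above the run mean over all test wells plus 3 SD, cut at about 32% in these data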;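 further: peak over basal fluorescence ratio per well then scaled between controls; 0% = DMSO wells and 100% = acetylcholine at EC100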
M4 antag: antagonists of human muscarinic M4 receptor (CHRM4); CHO-hM4 cells, ACh EC80, Fluo-8 calcium fluorescence; inhibition, % at 3 µM; actives 0.73% (n = 360,000);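 active means inhibition above its plate's cutoff, the mean inhibition of sample wells plus 3 SD, cut at about 27% in these data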;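 further: 0% = acetylcholine EC80 with DMSO and 100% = DMSO without agonist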
CHO-K1 Ca PAM: counter-screen for M1 PAMs: effect in parental CHO-K1 cells. ATP EC20, Fluo-8 calcium fluorescence; 0% at ATP EC20, 100% at ATP max. activation, % at 3 µM. actives 0.02% (n = 360,000);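 active means activation above the run cutoff, the mean activation of all test compounds plus 3 SD, cut at about 40% in these data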;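 further: peak over basal fluorescence ratio in a 140 s read after ATP addition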
M5 antag: blocks acetylcholine activation of human M5 receptor; actives 0.59% (n = 360,000); P08912; inhibition, % at 3 µM; CHO-hM5 cells, Fluo-8 calcium fluorescence, ACh EC80;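 active means inhibition above a per-plate cutoff, the mean of that plate's test compounds plus 3 SD, cut at about 27% in these data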;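 further: 0% = acetylcholine EC80 with DMSO and 100% = DMSO without agonist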
* = called active by the depositor.

1: Cc1ccc(C)c(NC(=O)COC(=O)c2ccc3c(c2)OCCO3)c1
2: CCOC(=O)c1c(CSC(=N)N)n(-c2ccc(C)cc2)c2cc(Br)c(OC(C)=O)cc12
3: CN1CN(C)C(c2ccncc2)=C1c1ccncc1
4: COc1cc(C(=O)OCC(=O)Nc2cc(C)on2)cc(OC)c1OC
5: CCc1nnc(N/N=C/c2ccc(-c3ccc([N+](=O)[O-])cc3)o2)n1N
6: O=C(NNC(=O)C12CC3CC(CC(C3)C1)C2)c1cccc(O)c1

Screen / compound no. | 1 | 2 | 3 | 4 | 5 | 6
M5 ag | 0 | 3 | -2 | 3 | 0 | -1
M4 antag | -9 | 15 | 0 | -12 | 10 | -14
CHRM4 PAM | 11 | 14 | -2 | 8 | 3 | -3
M4 ag | 2 | 15 | 0 | 1 | 2 | 1
M5 PAM | 2 | 1 | 2 | 4 | -4 | -3
CHO-K1 Ca antag | -10 | 3 | -10 | -9 | -10 | -11
CHO-K1 Ca PAM | 5 | 18 | -26 | 20 | 14 | -7
CHO-K1 Ca ag | 0.5 | 1.8 | 0.5 | 1.7 | 0.4 | 1.3
M5 antag | 4 | 0 | 3 | -10 | -2 | 9

7: Cn1cc([N+](=O)[O-])c(C(=O)Nc2ccc3nc(-c4ccccc4)[nH]c3c2)n1
8: CCOCCCN(Cc1ccco1)C(=O)c1cc2c(=O)[nH]c3ccc(C)cc3c2s1
9: O=C(CSc1ccc2nnc(-c3cccs3)n2n1)N1CCOCC1
10: O=C(NCc1ccccc1)C1c2ccccc2OCC(=O)N1CCc1ccccc1 (centres undefined)
11: CCOc1ccc(NC(=O)C(=O)N/N=C/c2ccccc2F)cc1
12: O=C(OCc1nc2ccccc2[nH]1)C1CCCCC1

Screen / compound no. | 7 | 8 | 9 | 10 | 11 | 12
M5 ag | -2 | 0 | 2 | -1 | -1 | 4
M4 antag | -16 | -9 | -2 | -1 | 3 | -9
CHRM4 PAM | 1 | -4 | -3 | -1 | 1 | 10
M4 ag | 6 | 12 | 2 | 2 | 3 | 2
M5 PAM | -1 | -10 | -3 | 3 | 2 | 13
CHO-K1 Ca antag | -21 | 4 | 1 | -12 | -5 | -9
CHO-K1 Ca PAM | 25 | 14 | 8 | 18 | 15 | 18
CHO-K1 Ca ag | 2.2 | 3.4 | 0.7 | 1.8 | 1.6 | 1.0
M5 antag | -1 | 3 | 4 | -7 | 2 | -11

Pulled by structure from above, 2 records:
12: O=C(OCc1nc2ccccc2[nH]1)C1CCCCC1
8: CCOCCCN(Cc1ccco1)C(=O)c1cc2c(=O)[nH]c3ccc(C)cc3c2s1

Screen / compound no. | 12 | 8
M5 ag | 4 | 0
M4 antag | -9 | -9
CHRM4 PAM | 10 | -4
M4 ag | 2 | 12
M5 PAM | 13 | -10
CHO-K1 Ca antag | -9 | 4
CHO-K1 Ca PAM | 18 | 14
CHO-K1 Ca ag | 1.0 | 3.4
M5 antag | -11 | 3

More results
13: O=C(Cn1cc(C(=O)C2CC2)c2ccccc21)NCc1ccccc1
14: COc1ccc(Cl)cc1NC(=O)CN(C)CC(=O)N(CC(C)C)c1c(N)n(CC(C)C)c(=O)[nH]c1=O
15: COc1ccc(NC(=O)C2CC(c3cc(OC)c(OC)c(OC)c3)=NO2)cc1OC (centres undefined)
16: C=C1C(=O)O[C@H]2C[C@H]1[C@@H](OC(C)=O)C/C(C)=C/CC/C(C)=C\CC[C@]2(C)O
17: CCOC(=O)c1c(C)[nH]c(C(=O)OCC(=O)N2CCN(S(=O)(=O)c3ccc(C)cc3C)CC2)c1C
18: O=C(Nc1nc2ccccc2[nH]1)C1CCCO1 (centres undefined)

Screen / compound no. | 13 | 14 | 15 | 16 | 17 | 18
M5 ag | -2 | 3 | 3 | 2 | 0 | 0
M4 antag | 4 | -4 | 1 | 2 | 7 | 3
CHRM4 PAM | -2 | 9 | -2 | 4 | 0 | -6
M4 ag | 1 | 1 | 1 | 3 | 2 | 0
M5 PAM | -5 | 3 | 0 | -1 | 1 | -1
CHO-K1 Ca antag | -4 | -14 | -9 | 4 | -9 | -11
CHO-K1 Ca PAM | 9 | 6 | -4 | 17 | -2 | 7
CHO-K1 Ca ag | 0.8 | 0.9 | 0.5 | 4.6 | 0.4 | 1.0
M5 antag | 2 | 11 | -5 | 1 | 11 | -6

19: CNC(=O)c1ccc(NC(=O)C2CCN(S(=O)(=O)c3cccc(C(F)(F)F)c3)CC2)cc1
20: Cc1ccc(CC(=O)OCC(=O)NC2CCCC(C)C2C)cc1C (centres undefined)
21: CC(C)c1ccc(NC2CCCN(C(=O)c3cccc(N4CCNC4=O)c3)C2)cc1 (centres undefined)
22: COc1ccc(CNC(=O)C2CCN(S(=O)(=O)c3ccc4c(c3)N(C(C)=O)CCO4)CC2)cc1
23: CCCC(=O)Nc1c2c(nn1-c1ccc(C)cc1C)CSC2
24: COc1ccccc1/C=C/C(=O)OCC(=O)Nc1c(F)cccc1F

Screen / compound no. | 19 | 20 | 21 | 22 | 23 | 24
M5 ag | 0 | -6 | -4 | -4 | -1 | -5
M4 antag | -11 | 4 | -5 | 5 | 4 | -7
CHRM4 PAM | 6 | 11 | 0 | 1 | 1 | 7
M4 ag | 0 | 0 | 2 | 2 | 0 | 1
M5 PAM | 19* | 6 | -3 | -9 | -4 | -2
CHO-K1 Ca antag | 13 | -9 | 15 | 0 | -29 | -10
CHO-K1 Ca PAM | -19 | 15 | -15 | 7 | 23 | 23
CHO-K1 Ca ag | 0.4 | 0.1 | 0.1 | 1.2 | 0.9 | 0.3
M5 antag | -10 | 4 | 5 | 20 | -2 | -13

25: CCNC(=O)C1CCCN(C(=O)c2ccc(-c3ccccc3)cc2)CC1 (centres undefined)
26: O=C(NCCc1cccc(C(F)(F)F)c1)C1CCC(=O)N(Cc2ccc(Cl)cc2)C1 (centres undefined)
27: Cc1ccc(S(=O)(=O)N2CCN(c3ncccn3)CC2)cc1C
28: CC(C)CNC(=O)CCc1nc(-c2ccccc2)no1
29: CCC(C(=O)NCCCN1CCCC1=O)n1c2ccccc2c2nc(=O)cc(C)n21 (centres undefined)
30: CCC(=O)NC(=S)Nc1ccc(NC(=O)c2ccc([N+](=O)[O-])cc2Cl)cc1

Screen / compound no. | 25 | 26 | 27 | 28 | 29 | 30
M5 ag | 0 | -4 | -9 | 0 | -10 | 0
M4 antag | -17 | -1 | -20 | -9 | -13 | 8
CHRM4 PAM | 5 | -2 | 6 | 16 | 4 | 16
M4 ag | 2 | 3 | 1 | 2 | 0 | 2
M5 PAM | -4 | -7 | -1 | 4 | -5 | -5
CHO-K1 Ca antag | -20 | -8 | -3 | 0 | -16 | 12
CHO-K1 Ca PAM | 10 | 23 | 22 | 2 | 17 | -7
CHO-K1 Ca ag | 0.9 | 3.3 | 0.6 | 0.3 | -0.1 | 0.1
M5 antag | -4 | 6 | 9 | 1 | 8 | 3

Complete entries from above. Screens in order: M5 ag	M4 antag	CHRM4 PAM	M4 ag	M5 PAM	CHO-K1 Ca antag	CHO-K1 Ca PAM	CHO-K1 Ca ag	M5 antag
Profile of Cc1ccc(S(=O)(=O)N2CCN(c3ncccn3)CC2)cc1C = -9	-20	6	1	-1	-3	22	0.6	9
Profile of CCNC(=O)C1CCCN(C(=O)c2ccc(-c3ccccc3)cc2)CC1 (centres undefined) = 0	-17	5	2	-4	-20	10	0.9	-4
Profile of CC(C)CNC(=O)CCc1nc(-c2ccccc2)no1 = 0	-9	16	2	4	0	2	0.3	1
Profile of CCC(C(=O)NCCCN1CCCC1=O)n1c2ccccc2c2nc(=O)cc(C)n21 (centres undefined) = -10	-13	4	0	-5	-16	17	-0.1	8
Profile of O=C(NCCc1cccc(C(F)(F)F)c1)C1CCC(=O)N(Cc2ccc(Cl)cc2)C1 (centres undefined) = -4	-1	-2	3	-7	-8	23	3.3	6

Additional results:
31: O=C(OCC(=O)N1CCOCC1)c1cc(=O)[nH]c2ccccc12
32: O=C(CCC1CCCN(C(=O)CC2=CCCCC2)C1)N1CCN(c2ccccn2)CC1 (centres undefined)
33: CCOC(=O)COc1ccc(C(=O)NC2CCCCC2)cc1
34: CCc1nnc(SCC(=O)NC2CCCCC2)nc1CC
35: CC1CCc2c(sc(NC(=S)NC(=O)c3ccccc3)c2C#N)C1 (centres undefined)
36: O=C(C[C@H]1C[C@H](C(=O)N2CCCCC2)[C@@]2(CCc3ccccc3)c3[nH]c4ccc(Cl)cc4c3CCN2C1=O)NCCc1ccccn1

Screen / compound no. | 31 | 32 | 33 | 34 | 35 | 36
M5 ag | 5 | 1 | 1 | -1 | -2 | 0
M4 antag | -5 | 1 | 0 | -12 | 4 | -3
CHRM4 PAM | 2 | 0 | 1 | 16 | 5 | 2
M4 ag | 1 | 4 | 1 | 1 | 0 | -1
M5 PAM | -3 | -5 | -3 | 7 | 6 | -1
CHO-K1 Ca antag | 14 | -3 | -11 | -20 | 1 | 5
CHO-K1 Ca PAM | -3 | 12 | 12 | 28 | -5 | 10
CHO-K1 Ca ag | -0.1 | 1.8 | 0.3 | 1.2 | -0.2 | 4.9
M5 antag | -10 | 3 | -2 | -10 | 3 | 5

37: COc1ccc(OC)c(/C=C/C(=O)OCC(=O)Nc2ccc(Cl)c(S(=O)(=O)N(C)C)c2)c1
38: COc1ccc(NC(=S)N2CCC(N(C)CCN3CCOCC3)CC2)cc1
39: CCCCN(CC)CCCNC(=O)c1cn(C)c2ccc(S(=O)(=O)N(C)C3CCCCC3)cc2c1=O
40: COc1ccc(-c2nc(CS(=O)CC(=O)NC(C)CCc3ccccc3)c(C)o2)cc1OC (centres undefined)
41: Cc1nccc(-c2ccc(-n3cnc4ccccc43)cc2)n1
42: C=CCN(C(=O)CCC(=O)Nc1cc(C)on1)C(C(=O)NC1CCCC1)c1ccc(CC)cc1 (centres undefined)

Screen / compound no. | 37 | 38 | 39 | 40 | 41 | 42
M5 ag | 3 | -4 | -9 | -5 | 0 | -5
M4 antag | -12 | 3 | 14 | 9 | -5 | 1
CHRM4 PAM | -7 | -2 | -10 | -4 | 1 | -1
M4 ag | 9 | 0 | 1 | 4 | 3 | 0
M5 PAM | -7 | -5 | -4 | -2 | 5 | -10
CHO-K1 Ca antag | -8 | 8 | -5 | -1 | -9 | -18
CHO-K1 Ca PAM | 6 | 6 | 5 | 7 | 19 | 7
CHO-K1 Ca ag | 3.8 | -0.5 | -0.2 | 13 | 7.9 | -1.2
M5 antag | 11 | 11 | 19 | 4 | 3 | 19

43: CC(=O)c1cccc(NC(=O)C2CCN(C(=O)c3cccs3)CC2)c1
44: COc1cc(OC)cc(-c2nc(-c3ccccc3)no2)c1
45: Cn1c(=O)c2c(nc(OCC3COC(C)(C)O3)n2Cc2ccccc2F)n(C)c1=O (centres undefined)
46: O=c1[nH]cc(CCc2ccccc2)c(=O)[nH]1
47: CSc1nc(Oc2ccc(=O)[nH]n2)nc(N(C)C)n1

Screen / compound no. | 43 | 44 | 45 | 46 | 47
M5 ag | -1 | -4 | 2 | -1 | -3
M4 antag | 0 | -7 | -5 | -13 | 7
CHRM4 PAM | 0 | 7 | 4 | 6 | -6
M4 ag | 1 | 1 | 1 | 1 | 0
M5 PAM | -2 | -3 | 13 | 2 | 6
CHO-K1 Ca antag | -12 | -10 | -7 | -16 | -1
CHO-K1 Ca PAM | 2 | 19 | 9 | 30 | 9
CHO-K1 Ca ag | 1.6 | 0.6 | 0.9 | 0.7 | -0.1
M5 antag | 1 | 2 | -8 | -3 | -5
